Source: PubChem BioAssay
HCV inhibitor = qHTS Assay for Inhibitors of Hepatitis C Virus (HCV); hit rate 3.4% among 340,000; Potency, µM (doses to about 41.8 µM), for inactives: at the top dose activity change, negative = inhibition, most hits filed as inhibitors; Huh7.5.1 HCVcc-Cre infection, luciferase reporter, 44 h; also: potency is read from the fitted curve at half-maximal effect
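Whole-lifecycle infectious HCVcc-Cre system; cells 1,000/well, compound then virus (~0.5 moi) added 4 h after plating, 44 h culture. Luciferase read 15 sec following 15 min substrate incubation, room temp.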
HCMV antiviral = qHTS Assay for inhibitors of the human cytomegalovirus (HCMV) | HFF cells, HCMV-luciferase reporter, 72 h; hits give low values | activity change, negative = inhibition, % at 57.5 µM | hit rate 4.5% among 410,000; in the data active = activity change below about -60%; inconclusive = no clear call, values can overlap the other calls; inactive = above about -39%
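Steps: HFFs plated, 16 h 37C; compounds added; HCMV-luciferase added to MOI 1 PFU/cell; 72 h 37C; OneGlo reagent, 5 min room temperature; luminescence read, normalized to controls.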
AmpC inh detg = qHTS Inhibitors of AmpC Beta-Lactamase (assay with detergent) | AmpC hydrolysis of nitrocefin, absorbance 480 nm, 0.01% Triton | hit rate 0.041% among 370,000 | AID 485294, 2010 | Potency, µM (doses to about 114 µM), inactives show top-dose activity change, negative = inhibition, actives largely listed as inhibitors;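 also: potency is read from the fitted curve at half-maximal effect; 0% = no-compound wells and -100% = no-enzyme wells; nearly all actives have a fitted effect of over 25% in size; some results filed as inactive show a strong effect at the top dose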
Target sequence (P00811 whole entry, looked up): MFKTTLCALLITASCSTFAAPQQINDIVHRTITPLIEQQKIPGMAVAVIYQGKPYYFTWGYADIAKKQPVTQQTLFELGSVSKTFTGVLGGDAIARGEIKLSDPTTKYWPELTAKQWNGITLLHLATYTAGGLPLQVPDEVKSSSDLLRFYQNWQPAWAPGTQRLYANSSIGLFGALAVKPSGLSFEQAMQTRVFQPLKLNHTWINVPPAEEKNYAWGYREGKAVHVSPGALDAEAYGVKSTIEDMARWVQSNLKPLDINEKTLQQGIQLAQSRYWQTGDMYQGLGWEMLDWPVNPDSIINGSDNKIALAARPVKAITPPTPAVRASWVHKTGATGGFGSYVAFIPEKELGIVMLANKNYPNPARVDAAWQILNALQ
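20 mM phosphate pH 7.0 + 0.01% (detergent screen) or 0.0001% Triton X-100; 5.3 nM AmpC reagent; cpd preinc 15 min RT; nitrocefin (800 uM stock) to start; A480 q20 s × 4 min; Activity was normalised to no-enzyme and no-compound control wells.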
FBPA Giardia inh = qHTS Assay for Inhibitors of Fructose-1,6-bisphosphate Aldolase from Giardia Lamblia; purified Giardia FBPA; Potency, µM (series often up to 59.6 µM), for the others: at the highest dose activity, negative = inhibition, usual class: inhibitors; AID 2451, 2010; hit rate 0.71% among 290,000; also: potency is read from the fitted curve at half-maximal effect; nearly all actives have a fitted effect of over 55% in size
Target sequence (A8B2U2 whole entry, looked up): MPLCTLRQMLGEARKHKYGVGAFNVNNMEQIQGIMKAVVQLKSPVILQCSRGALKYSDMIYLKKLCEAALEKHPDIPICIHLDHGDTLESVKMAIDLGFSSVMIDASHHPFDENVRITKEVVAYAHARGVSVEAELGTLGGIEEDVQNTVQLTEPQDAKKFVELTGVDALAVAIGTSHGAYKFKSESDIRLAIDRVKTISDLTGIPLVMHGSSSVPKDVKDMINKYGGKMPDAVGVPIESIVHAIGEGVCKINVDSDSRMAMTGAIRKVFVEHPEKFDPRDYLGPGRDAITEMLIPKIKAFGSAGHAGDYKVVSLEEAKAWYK
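Giardia FBPA (40 nM reagent) was preincubated 10 min at RT with compound (up to 57.5 uM final), then substrate plus GAPDH/TPI/NAD/arsenate coupling system with diaphorase/resazurin was added; resorufin fluorescence (525/598 nm) was read after 20 min.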
AmpC inh no detg = qHTS Inhibitors of AmpC Beta-Lactamase (assay without detergent). P00811. AmpC nitrocefin hydrolysis, absorbance 480 nm, 0.0001% Triton. Potency, µM (doses to about 57.1 µM), for inactives: at the top dose activity change, negative = inhibition, most hits filed as inhibitors. hit rate 0.52% among 330,000. AID 485341, 2010;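 also: potency is read from the fitted curve at half-maximal effect; plate controls were no compound for no effect and no enzyme for full effect; nearly all actives have a fitted effect of over 20% in size; some results filed as inactive show a strong effect at the top dose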
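20 mM phosphate pH 7.0 + 0.01% (detergent screen) or 0.0001% Triton X-100; 5.3 nM AmpC reagent; cpd preinc 15 min RT; nitrocefin (800 uM stock) to start; A480 q20 s × 4 min; Activity was normalised to no-enzyme and no-compound control wells.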
Sm TGR inh = qHTS Assay for the Inhibitors of Schistosoma Mansoni Peroxiredoxins; Schistosoma mansoni thioredoxin glutathione reductase (TGR), Q962Y6; hit rate 3% among 360,000; Potency, µM (doses to about 114 µM), for inactives: top-dose activity change, negative = inhibition, most hits filed as inhibitors; purified TGR, DTNB reduction, TNB absorbance 405 nm; also: potency is read from the fitted curve at half-maximal effect; nearly all actives have a fitted effect of over 60% in size
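Kinetic colorimetric format: TGR-catalysed, NADPH-driven DTNB reduction monitored via TNB absorbance. Enzyme dispensed at 20 nM; compound exposure 15 min at room temperature before reaction start.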
* = called active by the depositor; ? = inconclusive; . = not tested or not shown; & = joins results of further samples; [ ] = dose if it differs, or a comment. Unless noted, calls follow the shape of the dose curve; as a rule, active = well fitted curve in the direction sought with a large enough effect; inconclusive = small, poorly fitted or top-dose-only effect, or another doubt; inactive = no such curve, though single readings can be large; an effect the other way counts as inactive or inconclusive. Unless noted, % is scaled to controls: 0 for no effect and ±100 for the full control effect.

SMILES,HCV inhibitor,HCMV antiviral,AmpC inh detg,FBPA Giardia inh,AmpC inh no detg,Sm TGR inh
COc1ccc(-c2ccc(=O)n(CC(=O)Nc3ccccc3C(F)(F)F)n2)cc1,.,1,5%,.,.,7%
CCC(=NC1CC1)c1c(O)n(-c2ccc(OC)cc2)c(=O)[nH]c1=O,1%,-2,3%,5%,-27%,0%
COc1ccc(/C=C/CN2CCC(Oc3ccc(C(=O)N4CCCCC4)cc3)CC2)cc1,-7%,95,?,-9%,103%[activator],-13%
COc1ccc(NC(=S)N2CCCC(c3nc4ccc(C)cc4[nH]3)C2)c(OC)c1 (stereo not drawn),?,-87*,-7%,-7%,72%[activator],7%
COc1ccc(NC(=O)Cn2cnc3sc(C)c(S(=O)(=O)N4CCN(C)CC4)c3c2=O)cc1Cl,.,8,6%,.,.,7%
N=c1n(CCN2CCCC2)c2ccccc2n1CC(O)c1ccco1 (stereo not drawn),?,-22,?,-18%,-20%,-25%
COc1ccc(-c2cc3c(=O)n(CC(=O)N4CCN(C)CC4)ncn3n2)cc1,17%,35,-9%,2%,-10%,3%
CCn1cc(C(c2ccccc2)C(C(C)=O)[N+](=O)[O-])c2ccccc21 (stereo not drawn),?,5,0%,11%,-31%,?
COC(=O)c1cc(S(=O)(=O)N2CCN(c3ccc(C(C)=O)cc3)CC2)c[nH]1,-10%,19,2%,.,-11%,-8%
COc1cc(-c2nc3ccccn3c2NCc2ccccc2)ccc1SC1CCCCC1,?,.,-1%,.,-21%,4%
Cc1ccccc1C(=O)NCCc1nnc(SCC(=O)Nc2nc(-c3ccccc3)cs2)n1C,-3%,32,0%,-1%,0%,-13%
CCCn1c2c(c(O)c(C(=O)Nc3ccccc3)c1=O)CCCC2,10µM*,37,-15%,0%,-9%,-33%
C=CCN=C1CC(C)(C)CC(=O)/C1=C(\O)CCCN1C(=O)c2ccccc2C1=O,17%,-7,1%,1%,27%,4%
CCn1c(=O)c2cc(C(=O)NCCCN3CCN(C)CC3)sc2c2ccccc21,.,?,-5%,.,.,-15%
CC1CCC/C(=N\NC(=S)NCc2ccccc2)C1 (stereo not drawn),17%,13,-3%,-16%,-30%,-16%
C/C(=N\NC(=O)c1cccc(Br)c1)c1cccc(NC(=O)c2ccc(C)o2)c1,-2%,16,?,0%,-41%,0%
CCN(C(=O)CN1CCC(C)CC1)c1c(N)n(Cc2ccccc2)c(=O)[nH]c1=O,-15%,-2,?,.,-11%,-1%
CN(C(=O)CN1CCCCCC1)c1c(N)n(Cc2ccccc2)c(=O)[nH]c1=O,19%,-4,?,.,23%,?
O=[N+]([O-])c1cccc(-c2ccc(C(=S)N3CCN(c4ccccc4)CC3)o2)c1,-26%,27,3%,-2%,-49%,14%
CSc1ccc(C2C(C#N)=C(N)N(c3ccccc3)C3=C2C(=O)CCC3)cc1 (stereo not drawn),-4%,-22,?,?,-48%,0%
COc1cc(/C=N/N(C)S(=O)(=O)c2ccc(C)cc2)cc([N+](=O)[O-])c1O,4%,0,?,-2%,-42%,-21%
COc1ccc(NS(=O)(=O)c2cccc(C(=O)NCc3ccccn3)c2)cc1,-4%[8.37 µM],20,?,.,?,-16%
CCOC(=O)C1(Cc2cccc(Cl)c2)CCCN(C(=O)c2ccnn2C)C1 (stereo not drawn),8%,14,?,.,140%[activator],0%
CC(=O)Nc1ccc(S(=O)(=O)N2CCC(C(=O)c3ccc(Cl)cc3)CC2)cc1,?,-63*,-14%,2%,-13%,-11%
Cc1cc(/C=N/NC(=O)c2cc3ccccc3o2)c(C)n1C,-19%,-30,-12%,3%,-15%,-20%

(list continues)
SMILES,HCV inhibitor,HCMV antiviral,AmpC inh detg,FBPA Giardia inh,AmpC inh no detg,Sm TGR inh
Cn1cnnc1SCC(=O)c1ccco1,-2%,-1,?,0%,-3%,?
Cc1ccc(-c2c(=O)n(O)c3ccccc3[n+]2[O-])cc1,9%,-22,3%,-2%,-2%,?
c1ccc(-c2sc3ccccc3c2-c2ccc(OCCN3CCCCC3)cc2)cc1,-12%,-64*,.,.,-12%,.
O=C(COc1cccc(C(F)(F)F)c1)NNC(=O)c1ccc(=O)[nH]c1,11%,-4,.,.,-6%,.
CC1CCN(S(=O)(=O)c2cccc(C(=O)Oc3ccc([N+](=O)[O-])cc3)c2)CC1,0%,-10,-12%,0%,-12%,-14%
Cc1cc(C)c(S(=O)(=O)NCC2CCC(C(=O)NCc3ccccn3)CC2)c(C)c1 (stereo not drawn),7%,20,2%,2%,117%[activator],1%
O=C(NC1CCCCC1)c1noc2c1CCCCC2,5%,-13,-3%,-4%,-18%,-5%
CNC(=O)c1ccsc1NC(=O)CN1C(=O)CCC1=O,1%,29,-11%,16%,-14%,-16%
Cc1ccc(-n2c(C)cc(C(=O)CSc3n[nH]c(N)n3)c2C)cc1,?,-70*,-5%,3%,-27%,-27%
CCn1ncc(C2=NOC(C(=O)N3CCN(c4ccccc4)CC3)C2)c1C (stereo not drawn),-5%,8,-2%,0%,49%,2%
CCN1CCN(c2ccc(S(=O)(=O)N3CCCCC3)cc2NC(=O)c2cccc(C(F)(F)F)c2)CC1,?,-5,?,.,220%[activator],-1%
O=C(NCc1ccc(C(=O)N2CCC3(CC2)OCCO3)cc1)c1ccc2c(c1)OCO2,-3%,21,?,-1%,-10%,5%
Cc1nc(CC(C)C)cc(C(=O)N2CCCC(Nc3ccc(C)c(C)c3)C2)n1 (stereo not drawn),20%,-8,2%,4%,102%[activator],?
CCCn1nnc(NC(=O)c2ccc(OC)cc2)n1,7%,166,?,2%,-12%,-1%
COc1ccccc1NC(=O)CNC(=O)c1ccc(F)cc1,-1%,-34,-7%,1%,-10%,16%
CC(C)c1nnc(NC(=O)CCC(=O)NCc2ccccc2Cl)s1,-2%,9,4%,.,-12%,-30%
COCc1cc(C)n(CC(=O)Nc2ccccc2OC)c(=O)c1C#N,17%,60,-11%,-8%,-3%,0%
CC(C)CC(=O)Nc1ccnn1C1CCN(C(=O)c2ccc(F)cc2Cl)CC1,11%,-22,-6%,.,2%,4%
Cc1cc(OCC(=O)OCC(=O)NC2CCCCC2C)ccc1Cl (stereo not drawn),?,-21,-11%,.,-4%,-13%
COc1ccc(CCNC(=O)C2CCC(CNc3c(N4CCCC4)c(=O)c3=O)CC2)cc1OC (stereo not drawn),11%,3,?,0%,-1%,-8%
CN(C)Cc1ccc(CNC(=O)COc2ccc3ccccc3c2)cc1,-7%,16,-6%,9%,-1%,-5%
CCN(C(=O)Cn1c(SCC(=O)NCc2ccccc2)nc2ccccc21)c1cccc(C)c1,.,31,-2%,.,.,2%
Cc1cc(C)cc(N2CC(C)Cn3c2nc2c3c(=O)[nH]c(=O)n2C)c1 (stereo not drawn),0%,?,4%,11%,-5%,3%
CCOc1ccc(-n2nc3ccc(N)cc3n2)cc1,-26%,-93*,-13%,2%,-15%,-8%
Cc1cc(=O)n2nc(N3CCC(C(=O)NCCc4ccccc4)CC3)sc2n1,21%,12,-4%,0%,8%,0%

4 compounds from above, arranged by molecular weight, largest number first:
SMILES,HCV inhibitor,HCMV antiviral,AmpC inh detg,FBPA Giardia inh,AmpC inh no detg,Sm TGR inh
CCN1CCN(c2ccc(S(=O)(=O)N3CCCCC3)cc2NC(=O)c2cccc(C(F)(F)F)c2)CC1,?,-5,?,.,220%[activator],-1%
Cc1cc(=O)n2nc(N3CCC(C(=O)NCCc4ccccc4)CC3)sc2n1,21%,12,-4%,0%,8%,0%
O=C(COc1cccc(C(F)(F)F)c1)NNC(=O)c1ccc(=O)[nH]c1,11%,-4,.,.,-6%,.
O=C(NC1CCCCC1)c1noc2c1CCCCC2,5%,-13,-3%,-4%,-18%,-5%

Continued:
SMILES,HCV inhibitor,HCMV antiviral,AmpC inh detg,FBPA Giardia inh,AmpC inh no detg,Sm TGR inh
COc1cc(C)cc2oc(=O)c(CC(=O)N3CCN(C(=O)C4COc5ccccc5O4)CC3)c(C)c12 (stereo not drawn),10µM*,-39,-4%,5%,127%[activator],-27%
CC(C)Oc1ccc(-c2nc(NCC3CCCO3)c3ccccc3n2)cc1 (stereo not drawn),11µM*,-78*,2%,-5%,24%,7%
Cc1ccc(C(=O)N2CCc3cc4c(cc3C2C)OCCCO4)cc1 (stereo not drawn),-15%,-29,-3%,-4%,57%,?
O=C(CSc1ncnc2[nH]ncc12)Nc1nc(-c2ccc(F)c(F)c2)cs1,?,-90*,-5%,-7%,-56%,-4%
O=C(OCn1nnc2ccccc2c1=O)c1cccnc1,27%,22,1%,3%,-3%,5%
CCOC(=O)c1sc(C)c2c1NC(C)(c1ccccc1)NC2=O (stereo not drawn),-16%,-24,-7%,-3%,-25%,-13%
O=C1CCCCCN1C(=O)c1cccc(C(=O)N2CCCCCC2=O)c1,13%,-21,-1%,12%,8%,4%
OC12CCCCC1C(c1ccc3c(c1)OCO3)N(Cc1cccc(F)c1)CC2 (stereo not drawn),-8%,19,?,0%,61%[activator],0%
CC(C)C1CC(CCN)(c2ccccc2)CCO1 (stereo not drawn),1%,33,-8%,21%,14%,-4%
Cc1nnc2c3ccccc3c(-c3cccs3)nn12,?,-25,4%,3%,-8%,4%
CCOC(=O)c1oc2c(CN3CCN(C)CC3)c(O)ccc2c(=O)c1-c1ccccc1OC,1%&7%,-13,?,3%,-11%,-6%
Cn1nc(C(=O)NNC(=O)CCc2ccccc2Cl)c2ccccc2c1=O,19%,-3,0%,.,0%,-4%
NNc1nc2cc3c(cc2s1)OCCO3,-2%,.,-7%,-30%,-29%,5%
CCN(CC)CCCN(Cc1cc2cc3c(cc2[nH]c1=O)OCO3)C(=S)NCCOC,3%,28,?,13%,-16%,-1%
CCS(=O)(=O)N1CCCC(C(=O)NCc2ccc3c(c2)OCO3)C1 (stereo not drawn),20%,-10,0%,-1%,-13%,12%
Cc1ccc(CNC(=O)c2nn(C)c3c2CS(=O)(=O)c2ccccc2-3)cc1,-25%,-19&-25,6%&3%,.,-22%,0%&2%
COc1ccc(C(=O)NCCSCc2ccc(Cl)cc2)cc1OC,-23%,-16,4%,8%,28%,4%
COc1ccc(S(=O)(=O)N2CCOCC2)cc1NC(=O)CO/N=C/c1ccccc1OC(F)F,-21%,?,0%,-3%,89%[activator],1%
Cc1ccc(C)c(-n2c(=O)c(C#N)cc3c(=O)n4ccccc4nc32)c1,23%,45,3%,0%,-18%,-2%

The order is random; about 9.9% have a hit in one of these screens.
